High-throughput results (PubChem)
PPARg SRC-2 ag – agonists of PPARg-SRC-2 recruitment, primary screen, biochemical, HTS. activation, % at 8 µM. AID 1032, 2008. PPARgamma LBD-SRC-2 recruitment. hit rate 0.34% among 200,000; in the data active means activation above about 22%;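 further: 0% = vehicle and 100% = reference agonist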
PPARg SRC-3 ag – PPARgamma agonists recruiting SRC-3 coactivator, primary screen, biochemical | Peroxisome proliferator-activated receptor gamma (Homo sapiens), P37231 | biochemical PPARgamma/SRC-3 coactivator recruitment assay | activation, % at 8 µM | hit rate 0.26% among 200,000; in the data active means activation above about 23%;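 further: 0% = DMSO and 100% = reference agonist; some compounds past the cut are filed as inactive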
STAT3 blocker – IL-6 driven STAT3 reporter inhibitors, primary screen, U3A cells, luciferase, luminescence, MLSCN library | IL-6 STAT3-luciferase reporter; host cell line lacks STAT1 | hit rate 0.89% among 190,000 | inhibition, % at 5.5 µM;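 active means inhibition above the mean inhibition across all screened compounds plus 3 SD, cut at about 44% in these data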;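 further: 0% = DMSO only wells and 100% = 100 µM nifuroxazide control wells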
bIAP act – bovine intestinal alkaline phosphatase activators, primary screen, biochemical, bovine IAP, CDP-star luminescence. activation factor at 20 µM. alkaline phosphatase, intestinal [Bos taurus]. AID 1016, 2008. hit rate 0.17% among 200,000. purified bovine IAP, 30 min; active compounds read high; fold of DMSO-control signal, blank-subtracted;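 active means activation factor of 2 or more at 20 µM, a signal rise over negative controls twice the positive control's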
ROMK mod – ROMK potassium channel modulators, primary screen, cell-based, thallium flux, MLSMR library; ATP-sensitive inward rectifier potassium channel 1 (Homo sapiens), P48048; Tet-inducible ROMK, thallium flux fluorescence; actives lie on both sides; B-score at 10 µM; hit rate 2% among 130,000; AID 1918, 2009;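 active means signal ratio slope over the read window, or its plate-corrected B-score, at least 3 SD from the plate mean, either direction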;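 further: B-score of the F/F0 ratio slope over 7 to 12 s after thallium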
Target sequence (P48048 whole entry, looked up): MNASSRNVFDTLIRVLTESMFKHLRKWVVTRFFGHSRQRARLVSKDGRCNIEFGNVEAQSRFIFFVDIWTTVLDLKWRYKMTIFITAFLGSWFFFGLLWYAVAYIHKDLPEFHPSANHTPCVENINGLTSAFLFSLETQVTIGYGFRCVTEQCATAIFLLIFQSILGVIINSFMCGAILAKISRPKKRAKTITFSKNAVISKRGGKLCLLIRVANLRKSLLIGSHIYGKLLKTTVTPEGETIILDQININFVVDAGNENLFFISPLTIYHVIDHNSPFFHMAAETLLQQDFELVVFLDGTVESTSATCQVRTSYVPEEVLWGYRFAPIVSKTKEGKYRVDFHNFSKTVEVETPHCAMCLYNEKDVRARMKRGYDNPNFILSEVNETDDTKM
STAT1 blocker – STAT1 signaling inhibitors, primary screen, cell-based, HTS, luciferase reporter; hit rate 0.35% among 200,000; AID 920, 2007; NIH 3T3 STAT1-luciferase reporter, IFN-gamma, luminescence; inhibition, % at 5.5 µM;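 active means inhibition above a set limit, the mean inhibition across all tested compounds plus 3 SD, cut at about 34% in these data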;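 further: 0% = IFN-gamma with DMSO and 100% = IFN-gamma with 300 µM nifuroxazide; values of inactives mirror those of a sister screen read the other way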
PPARg SRC1 recr – PPARgamma agonists recruiting SRC-1 coactivator, primary screen, biochemical; Peroxisome proliferator-activated receptor gamma (Homo sapiens), P37231; PPARgamma-SRC-1 coactivator recruitment biochemical assay; activation, % at 8 µM; hit rate 0.41% among 200,000; AID 631, 2007; in the data active means activation above about 19%;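 further: 0% = DMSO and 100% = reference agonist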
bIAP inhibitor – bovine intestinal alkaline phosphatase inhibitors, primary screen, selectivity assay for TNAP inhibitor project, biochemical, bovine IAP, CDP-star luminescence. purified bovine IAP, 30 min. inhibition, % at 20 µM. AID 1019, 2008. alkaline phosphatase, intestinal [Bos taurus]. 190,000 tested, under 10 active;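 active means over 50% inhibition of intestinal alkaline phosphatase at 20 µM in the single-dose screen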
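System: purified bovine intestinal alkaline phosphatase (IAP) enzyme; Input: IAP diluted 1/65,000,000 in the well; Measured by: CDP-star luminescence signal; Compound dosing: 20 µM single dose; Incubation: 30 min reaction at room temperature.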
SRC2 TRFRET art – TR-FRET signal artefacts, primary screen, artefact control for PPARgamma SRC-2 agonist project, biochemical | TR-FRET artefact counter-screen; active compounds read high | TR-FRET ratio at 8 µM | hit rate 0.4% among 200,000 | AID 1049, 2008; in the data active means TR-FRET ratio above about 2000; further: inactives centre near 1500
STAT3 activator – IL-6 driven STAT3 reporter potentiators, primary screen, U3A cells, luciferase, luminescence, MLSCN library. IL-6 STAT3-luciferase reporter; 100% = signal with IL-6 EC80 alone. activation (% of control), % at 5.6 µM. hit rate 0.91% among 190,000. AID 871, 2007;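 active means activation above the screen-wide mean of compound activation plus 3 SD, cut at about 130% in these data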;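 further: 0% = background luminescence of wells with medium and substrate only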
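Material: STAT3-luciferase reporter U3A cells. Controls: IL-6-treated wells, 100% activation. Read-out: % activation versus median of IL-6-stimulated wells. Probe or stimulus: IL-6 stimulus at 33 ng/mL final. Timing: compound 1 h, then IL-6 6 h at 37 °C. Signal: reporter luminescence signal.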
TNAP act hiacc – TNAP activators at high phosphate acceptor level, primary screen, biochemical, luminescence, uHTS. Alkaline phosphatase, tissue-nonspecific isozyme (Homo sapiens), P05186. purified TNAP, CDP-star luminescence, 1 M DEA, 30 min; active compounds read high; 0 = EDTA background, 1 = DMSO-only activity. activation factor at 20 µM. 200,000 tested, under 10 active. AID 1136, 2008;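 active means activation factor at least 2 at 20 µM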
Target sequence (P05186 whole entry, looked up): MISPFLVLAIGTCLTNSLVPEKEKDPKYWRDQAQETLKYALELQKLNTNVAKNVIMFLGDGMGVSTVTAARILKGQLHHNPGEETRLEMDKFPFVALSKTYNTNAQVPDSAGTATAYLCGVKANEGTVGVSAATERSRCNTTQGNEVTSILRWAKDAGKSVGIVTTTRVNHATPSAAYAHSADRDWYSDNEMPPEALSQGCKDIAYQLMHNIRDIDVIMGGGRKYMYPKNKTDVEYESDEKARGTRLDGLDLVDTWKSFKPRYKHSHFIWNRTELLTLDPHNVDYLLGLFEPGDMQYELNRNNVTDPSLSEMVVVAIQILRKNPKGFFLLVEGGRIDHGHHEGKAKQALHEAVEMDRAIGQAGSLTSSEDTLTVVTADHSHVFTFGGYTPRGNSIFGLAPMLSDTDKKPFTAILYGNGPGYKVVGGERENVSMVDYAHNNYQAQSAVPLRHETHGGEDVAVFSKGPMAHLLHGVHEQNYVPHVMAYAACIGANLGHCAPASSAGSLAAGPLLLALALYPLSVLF
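Measured by: Luminescent substrate turnover signal | Test system: Human TNAP | Input: TNAP 1/800 final | Dosing: 20 µM single point | Schedule: 30 min, room temperature | Controls: EDTA wells as negative control, DMSO wells as positive control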
An asterisk follows results filed as active; x = no result given. Some of the compounds tested; the hit share may differ from the screen's.

SMILES	PPARg SRC-2 ag	PPARg SRC-3 ag	STAT3 blocker	bIAP act	ROMK mod	STAT1 blocker	PPARg SRC1 recr	bIAP inhibitor	SRC2 TRFRET art	STAT3 activator	TNAP act hiacc
COc1ccc(C(=O)N2CCCC2=O)cc1	-4.8	-1.3	8.8	1.2	x	-1.5	2.8	-18.1	1391	94.3	1
CN(Cc1c[nH]c2ccccc12)C1CCCCC1	-6.4	-3.7	-12.3	0.9	-0.0863	10.8	-4.2	6.2	1380	119.7	1
O=C(COc1ccccc1F)N1CCN(CCN2C(=O)c3cccc4cccc(c34)C2=O)CC1	1.0	0.6	18.2	1.1	-0.04	2.2	5.5	-9.3	1503	86.7	0.9
CCC(=NCCCn1ccnc1)c1c(O)n(Cc2ccccc2)c(=O)[nH]c1=O	-2.5	-4.8	-10.1	1.3	-0.218	-0.2	1.3	-31.7	1253	114.3	1
CC12CCC3C(CCC4C/C(=N/O)CCC43C)C1CCC2O (stereo not drawn)	2.8	-6.7	-1.2	1.3	x	-3.6	-4.6	-28.0	1467	96.8	1
COc1ccc(C2NCCc3[nH]cnc32)cc1 (stereo not drawn)	5.0	0.1	9.8	1	0.465	0.1	4.4	-1.3	1565	97.6	1
CCC(=O)c1cn(Cc2ccccc2C#N)c2ccccc12	2.4	-2.9	13.6	0.9	x	4.9	0.1	8.1	1493	96.7	1.1
O=S(=O)(c1ccc(Cl)cc1)N1CC1c1ccccc1 (stereo not drawn)	0.4	1.2	-0.4	0.8	-1.2	5.9	6.6	19.0	1704	98.2	1
O=C(Nc1nc(-c2ccccc2)c(-c2ccccc2)s1)c1ccc(S(=O)(=O)N(CCCl)CCCl)cc1	2.8	1.3	-4.8	1	-0.429	0.1	3.2	-4.6	1581	101.8	1
Cc1ccc2c(c1)N(CCC(=O)N1CCC3(CC1)OCCO3)C(=O)CO2	7.8	-0.8	10.6	0.9	1.2	-2.0	-2.7	8.9	1779	97.3	1.1
Cc1cc(NC(=O)COC(=O)c2c(C)nn(Cc3ccccc3)c2C)no1	12.3	2.5	-2.0	1	-0.387	-5.8	-3.1	2.2	1417	105.6	1
CC(C)(C)NC(=S)N1CCn2cccc2C1c1cccnc1 (stereo not drawn)	0.5	2.2	4.7	1	0.863	1.8	3.9	0.5	1746	102.6	1.1
CC(/C=C(\C)Nc1ccccc1)=Nc1ccccc1	10.8	1.6	2.7	1	0.345	-5.4	5.3	-2.2	1626	99.7	1
C=CCN(CC=C)C(=O)Nc1ccc(OCC)cc1	11.1	9.6	9.7	1.2	0.548	-2.5	0.5	-22.8	1694	99.5	1
O=C(COC(=O)Cc1ccccc1)Nc1ccc(F)cc1	8.1	5.7	17.2	1.1	-0.767	5.0	5.9	-8.9	1597	89.4	1
Cc1oc(-c2ccccc2F)nc1CS(=O)CC(=O)N1CCC2(CC1)OCCO2 (stereo not drawn)	4.3	5.0	3.6	1	x	-5.8	13.5	-1.1	1720	101.2	1
O=C(c1cc(S(=O)(=O)N2CCOCC2)ccc1F)N1CCC2(CC1)OCCO2	-3.5	-3.9	7.7	1	x	-1.1	-4.0	-2.9	1576	97.2	1
COc1ccc2c(c1)CC1(CN2C)C(=O)NC(=O)N(CCc2ccccc2)C1=O (stereo not drawn)	-5.6	-2.2	3.4	1	-0.694	13.4	-4.7	3.8	1576	99.5	1.1
CN1CCN(c2c(N)c(=O)oc3ccccc23)CC1	0.8	9.4	-12.0	0.9	-0.866	2.1	3.7	11.7	1679	115.6	1
CCC(C)N1Cc2ccccc2C1=N (stereo not drawn)	3.0	6.4	7.8	1	x	-8.8	-6.5	3.5	1481	97.6	1.1
CCN(CC)CCN1Cc2ccccc2C1=N	-0.3	-6.1	-3.4	0.9	-0.386	-6.6	-3.9	8.4	1396	106.1	1
O=C1NC(=O)N(c2cccc(Br)c2)C(=O)/C1=C/c1ccsc1	-0.9	-2.5	-1.8	1	-0.552	-0.8	3.7	-2.1	1480	103.1	1
C=Cc1ccc(Cn2c(C(=O)O)c(C=O)c3ccccc32)cc1	4.7	4.0	5.3	1.1	0.443	-0.7	-3.4	-6.7	1491	101.6	1
N#Cc1cc2c(nc1SCC(=O)Nc1cc(Cl)cc(Cl)c1)C1CCN2CC1	-4.2	12.4	-2.8	1	x	-3.4	7.0	-4.8	1534	105.1	1.3
CCOP(=O)(OCC)C(NC(=O)CC(C)C)C(Cl)(Cl)Cl (stereo not drawn)	-10.6	0.8	8.0	1.1	0.314	3.4	5.4	-13.0	1575	100.3	1

The list goes on (2 carried over from the part before).
SMILES	PPARg SRC-2 ag	PPARg SRC-3 ag	STAT3 blocker	bIAP act	ROMK mod	STAT1 blocker	PPARg SRC1 recr	bIAP inhibitor	SRC2 TRFRET art	STAT3 activator	TNAP act hiacc
N#Cc1cc2c(nc1SCC(=O)Nc1cc(Cl)cc(Cl)c1)C1CCN2CC1	-4.2	12.4	-2.8	1	x	-3.4	7.0	-4.8	1534	105.1	1.3
CCOP(=O)(OCC)C(NC(=O)CC(C)C)C(Cl)(Cl)Cl (stereo not drawn)	-10.6	0.8	8.0	1.1	0.314	3.4	5.4	-13.0	1575	100.3	1
O=C(NCc1ccc(C(=O)N2CCC3(CC2)OCCO3)cc1)c1cccc(Br)c1	6.6	-0.7	18.8	1.1	x	1.9	-7.3	-11.3	1629	93.4	1
Nc1c(C(=O)NCc2ccco2)c2nc3ccccc3nc2n1CCN1CCOCC1	2.2	15.5	4.6	1	-0.483	-4.5	-0.8	-3.2	1526	99.9	1
Cc1cc(C=C2C(=O)NC(=O)NC2=O)c(C)n1-c1ccc2c(c1)OCO2	-3.4	3.9	-7.2	0.9	x	-4.2	-4.7	8.6	1681	105.7	0.9
CSC(=Nc1ccccc1)c1c(O)n(C)c(=O)n(C)c1=O	1.7	2.6	2.8	1	0.392	5.1	-4.0	4.7	1426	103.9	1.1
CCn1cc(CN2CCCC(C(=O)c3sccc3C)C2)cn1 (stereo not drawn)	1.8	0.2	-1.7	1	x	4.4	10.2	-0.4	1514	106.0	1.1
CC(=NCCN1CCOCC1)c1c(O)n(Cc2ccccc2)c(=O)[nH]c1=O	-8.2	0.1	-5.5	1.1	x	-2.6	-5.5	-5.3	1416	109.0	1.1
C/C(=N\Nc1ccccc1)c1c(O)n(C)c(=O)n(C)c1=O	7.8	0.4	-1.8	1	x	-0.9	1.2	4.0	1455	100.2	1
O=C1NC(=O)C(=CN2CCc3ccccc32)C(=O)N1	-4.9	5.2	8.0	0.9	-1.09	11.7	5.5	14.5	1578	100.4	1
CCOc1cc(/C=C2/C(=O)NC(=O)N(c3ccc(CC)cc3)C2=O)ccc1OC(=O)c1cccs1	0.0	-0.9	3.3	0.9	2.06	4.6	3.9	7.0	1680	102.7	1
Cn1c(O)c(C=NCCOc2ccc(Cl)cc2)c(=O)n(C)c1=O	1.6	-6.6	5.9	1	-0.039	-7.8	-8.2	3.5	1425	101.5	1
CCCCCCN1CCN(c2ccccc2Cl)CC1	-5.0	-3.0	14.6	1	0.123	4.8	-1.5	4.7	1857	93.0	1
CCOC(=O)N(c1ccccc1)P1(=S)OCC(C)O1 (stereo not drawn)	1.5	0.3	-1.5	1	x	4.0	5.8	3.0	1672	105.8	1.1
COC(=O)C(O)(c1ccc(N=Cc2ccccc2O)c(C)c1)C(F)(F)F (stereo not drawn)	-5.8	2.2	2.9	1	-0.187	4.5	3.0	2.6	1620	97.8	1
CCCCOCCCn1c(N)c(C(=O)OC(C)COC)c2nc3ccccc3nc21 (stereo not drawn)	2.4	-5.8	8.8	0.9	-2.5	1.4	0.7	11.1	1414	98.0	1.1
Cc1ccccc1N1C(=O)NC(=O)/C(=C\c2cc(Br)c(N3CCOCC3)o2)C1=O	-1.9	2.3	3.4	0.9	x	-7.9	-5.3	5.4	1398	93.7	0.9
CC(C)N1CCN(Cc2ccc3c(c2)OCCO3)CC1CCO (stereo not drawn)	-5.6	0.5	0.1	1	0.25	-5.5	2.3	-1.4	1546	104.5	1
Cc1cccc(-n2c(-c3ccco3)nc3ccccc3c2=O)n1	4.8	-0.8	3.2	0.9	x	1.3	1.7	10.8	1397	99.5	1
Brc1ccc2[nH]cc(/C=N/N3CCCCC3)c2c1	-0.1	2.6	-4.7	1	-0.264	-6.7	0.1	0.9	1557	102.5	1.1
CC(C)C12CN3CCN(CC(C3)/C1=N\O)C2	-6.7	0.2	0.5	1	x	2.9	-4.1	0.3	1482	102.6	1
CN1CCC(N(C)c2nc(-c3ccc([N+](=O)[O-])cc3)nc3ccccc23)CC1	4.0	6.7	-17.9	1.1	-0.686	6.2	-6.5	-8.6	1413	118.6	1
CN(C)CP(=O)(O)CN(C)C=O	-7.0	0.7	9.2	0.9	x	-3.4	5.1	6.2	1657	96.0	1
COc1ccc(OCC(=O)N2CCN(Cc3ccc(SC)cc3)CC2)cc1	-1.3	3.0	12.5	1.1	-0.739	-4.0	-6.1	-5.3	1388	92.4	1
Clc1ccc2c(c1)C(OC1CN3CCC1CC3)c1ccccc1CS2 (stereo not drawn)	-13.9	-0.2	-2.6	0.9	x	-6.3	6.5	5.3	1505	104.2	1.1
Cc1cccc(NP(=O)(Oc2ccccc2F)Oc2ccccc2F)c1	-2.2	3.0	-11.5	0.9	x	0.4	7.6	9.3	1685	108.5	1
CCc1nc2ccc(N3CCN(C)CC3)cc2nc1CC	2.1	-1.8	18.7	1.1	-0.791	-13.1	-5.6	-7.3	1719	89.4	1
C#CCOCOCC#CCN(CC)CC	7.8	1.1	4.8	1.1	x	8.0	0.2	-7.9	1650	99.2	1
Oc1ccc(/C=N/NP(=S)(c2ccccc2)c2ccccc2)cc1	13.1	0.9	-0.3	0.8	0.723	2.3	3.6	20.5	1567	100.4	1
S=C(c1ccc(Cl)cc1)N1CCOCC1	5.5	10.5	6.7	0.9	0.685	-1.0	-0.6	12.7	1303	100.7	1.1
